CD40 NFkB inh: CD40 pathway inhibition in BL2 cells; BL2 NF-kB luciferase reporter, CD40L-induced, 4 h; inhibition, % at 10 µM; 0.94% of 83,000 active; AID 1053188;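 active = mean inhibition of at least 50% with a set share of replicates also reaching that level; inconclusive = no clear call, values can overlap the other calls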;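 note: 0% = neutral control wells and 100% = IKK inhibitor VII at 50 µM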
The depositor's hits bear a star; ? = inconclusive; & = joins results of further samples; [ ] = dose if it differs, or a comment. Only part of the results is shown (hit frequency here may not be typical).

compound | CD40 NFkB inh
C/C=C/c1ccc(C2[C@@H]3CN(S(=O)(=O)c4cccc(OC)c4)C[C@H]2N3)cc1 (stereo partly specified) | 6[25 µM]
O=[N+]([O-])c1ccc(N/N=C\c2cccnc2)nc1 | -24
Cc1ccnc(NS(=O)(=O)c2ccc(NC(=O)COc3ccccc3)cc2)n1 | -4
COc1ccc(NC(=O)CC2(CC(=O)O)CCCC2)cn1 | -1
O=C(C(c1ccccc1)C(O)(c1ccccc1)c1ccccc1)N1CCOCC1 (stereo unspecified) | 8
CN(C)C(=O)C[C@H]1CC[C@@H]2[C@H](COc3ccc(NC(=O)C4CCCCC4)cc3C(=O)N2C)O1 | -15[25 µM]
CC[C@@H](CO)Nc1nc(NCc2ccccc2)c2ncn(C(C)C)c2n1 | -7[25 µM]
CCOC(=O)COn1c(=O)c(C)[n+]([O-])c2ccccc21 | 4
c1ccc(-c2nccc(-c3ccc(-n4cnc5ccccc54)cc3)n2)nc1 | -2
O=C(c1ccc(F)cc1)N(CC1CCC1)C[C@@H]1N[C@H](CO)[C@@H]1c1ccccc1 | 7[25 µM]
COc1ccc(S(=O)(=O)N2CCCCC2)cc1NC(=O)CSc1nnc(C2CC2)n1C | 3
COc1cccc(-c2ccc(C3[C@@H]4CN(C(=O)c5cnccn5)C[C@H]3N4)cc2)c1 (stereo partly specified) | 5&-1
CCNS(=O)(=O)c1ccc(CCC(N)=O)cc1 | 15
CCC(NC(=O)NCCCn1ccnc1)(C(F)(F)F)C(F)(F)F | 8
CC1Sc2ccc(C(=O)Nc3ccc(S(=O)(=O)N(C)C)cc3)cc2NC1=O (stereo unspecified) | 5

(further entries)
compound | CD40 NFkB inh
Nc1nc(COC(=O)CCC(=O)c2ccccc2)nc(Nc2ccccc2)n1 | 2
COc1ccc(OCc2cc(C(=O)NCC3CCOCC3)no2)c(Cl)c1 | -72
O=C(C[C@H]1CC[C@@H](NC(=O)CN2CCOCC2)[C@H](CO)O1)NC1CCC1 | -5[25 µM]
CCOC(=O)c1sc(NCC2CCCO2)nc1C (stereo unspecified) | -25
CCCOc1ccc(C2C(C(=O)c3ccco3)=C(O)C(=O)N2CCCn2ccnc2)cc1OC (stereo unspecified) | -16
O=C(NCC[C@@H]1CC[C@H](NC(=O)C2CCCC2)[C@H](CO)O1)Nc1ccc(Cl)cc1 | -35
CCC(=O)N1CCCC(C)(C(=O)Nc2nccc3ccccc23)C1 (stereo unspecified) | 2
CC1CCCCN1CCCNC(=O)C1CCN(c2nc3ccccc3o2)CC1 (stereo unspecified) | 13
Cc1ccc(S(=O)(=O)NCCC(=O)NCC(=O)Nc2c(C)cccc2C)cc1C | 6
COc1ncnc2c1sc1nc(-c3ccccc3)c3c(c12)CCCC3 | 6
CCn1c(=O)c2c3c(sc2n(C)c1=O)CCC3 | 5
Cc1ccc(O)c(CCc2ccccc2)n1 | -15
CN(c1ccccc1)S(=O)(=O)c1cccc(C(=O)NCCCN2CCCC2=O)c1 | 1
C[C@H](CO)N1C[C@H](C)[C@H](CN(C)S(=O)(=O)c2ccc(Cl)cc2)OCc2ccccc2-c2c(n(C)c3ccccc23)C1=O | 1
C[C@H]1CN([C@@H](C)CO)C(=O)c2c(c3ccccc3n2C)-c2ccccc2CO[C@H]1CN(C)Cc1cccc(F)c1 | 12

Next part, starting with the last 2 of the part before.
compound | CD40 NFkB inh
C[C@H](CO)N1C[C@H](C)[C@H](CN(C)S(=O)(=O)c2ccc(Cl)cc2)OCc2ccccc2-c2c(n(C)c3ccccc23)C1=O | 1
C[C@H]1CN([C@@H](C)CO)C(=O)c2c(c3ccccc3n2C)-c2ccccc2CO[C@H]1CN(C)Cc1cccc(F)c1 | 12
O=C(NC1CCCN(CCc2ccccc2)C1)c1c(F)cccc1F (stereo unspecified) | 4
CSC(=Nc1ccccc1)N=C(SCc1ccccc1)N(C)C | 42
N#C[C@H]1[C@H](c2ccccc2)[C@@H](CO)N1C(=O)Cc1ccccc1 | -7[25 µM]
Cc1ccc(NC(=O)C2CCN(S(=O)(=O)c3ccc4c(c3)OCCO4)CC2)nc1 | -3
Cc1nn(C)c(Oc2ccccc2)c1CCNS(=O)(=O)c1ccccc1 | 4
O=C(C[C@@H]1C[C@H]2c3cc(NS(=O)(=O)c4ccc(F)cc4)ccc3O[C@H]2[C@H](CO)O1)NC1CCCC1 | 7
O=C(Nc1ncccc1O)c1cc2ccccc2o1 | -9
CCOC(=O)/C=C/C(=O)Nc1cc(S(=O)(=O)Nc2ccc(OC)cc2)ccc1N1CCOCC1 | 30
CCC(=O)Nc1nc2ccc(NC(C)=O)cc2s1 | -24
O=[N+]([O-])c1ccc(N(c2ccccc2)c2ccccc2)cc1 | 2
COC(=O)c1ccccc1-c1c2ccc(=N)cc-2oc2cc(N)ccc12 | 49*
Cc1cc(C)n(CC(=O)NNC(=O)c2ccc(OC(F)(F)F)cc2)n1 | 5
Cn1c(=O)c(S(=O)C2CCCCC2)c(O)c2ccccc21 (stereo unspecified) | -10
C[C@@H]1CN([C@@H](C)CO)C(=O)CCCn2nncc2CO[C@H]1CN(C)Cc1ccc2cccnc2c1 | 4[25 µM]
N#C[C@@H]1[C@@H](c2ccc(C#Cc3cccc(F)c3)cc2)[C@H](CO)N1C(=O)C1CCOCC1 | -16[25 µM]

Remaining list, next part:
compound | CD40 NFkB inh
Cc1cc(NC(=O)c2cc(C)on2)n(-c2ccccc2)n1 | -8
O=C([C@H]1[C@H](CO)[C@H]2Cn3c(ccc(-c4cccnc4)c3=O)[C@@H]1N2Cc1cccnc1)N1CCOCC1 | -4[25 µM]
COc1ccc(CN(C)C[C@@H]2OCCCC[C@H](C)Oc3ccc(NC(=O)C4CCCCC4)cc3C(=O)N([C@@H](C)CO)C[C@@H]2C)cc1 | 12[25 µM]
O=S(=O)(Nc1ccc(-c2cn3c(n2)SCC3)cc1)c1ccccc1F | -14
C/C=C/c1ccc([C@@H]2[C@@H](CN(C)C(=O)CC3CC3)N(C(=O)C3CC3)[C@H]2CO)cc1 | 4[25 µM]
O=C(NCc1cccs1)c1cccc2c(-c3ccc(F)c(F)c3)coc12 | -28
COCCNC(=O)C1(C)CCCN(Cc2ccc(OCc3ccccc3)cc2)C1 (stereo unspecified) | -13
CC(=O)NCC(=O)OCC(=O)c1ccc2ccccc2c1 | 2
CCOC(=O)C1(C)CCCCCN1C(=O)c1ccc(SC(F)(F)F)cc1 (stereo unspecified) | 1
O=C(CN1C(=O)NC2(CCCC2)C1=O)Nc1ccccc1N1CCCCC1 | 6
Cc1ccc(C(=O)OCC(=O)N2CC(C)OC(C)C2)cc1 (stereo unspecified) | 12
C/C(=N/OC(=O)c1c(-c2ccccc2Cl)noc1C)c1cnccn1 | 10
CN1c2ccc(-c3cccc(F)c3)cc2[C@@H]2[C@@H](CCN2S(=O)(=O)c2cccc(F)c2)[C@H]1CO | 4
O=C(COC(=O)c1ccncc1)Nc1cc(Cl)ccc1Cl | 7
CCN(CC(=O)NCc1ccc(F)cc1)C(=O)c1cc2ccccc2o1 | 28

Random excerpt: two entries already listed, in no set order.
compound | CD40 NFkB inh
Cc1ccc(C(=O)OCC(=O)N2CC(C)OC(C)C2)cc1 (stereo unspecified) | 12
C/C(=N/OC(=O)c1c(-c2ccccc2Cl)noc1C)c1cnccn1 | 10

Next results follow.
structure | CD40 NFkB inh
NC(Cc1ccc(C(F)(F)F)cc1)c1csc(Nc2ccccn2)n1 (stereo unspecified) | 8
Cc1onc(-c2ccccc2)c1C(=O)OCC(=O)N(C)c1c(N)n(Cc2ccccc2)c(=O)[nH]c1=O | 4
Cc1ccc(CC(=O)NCCC(=O)O)cc1 | -1
COc1ccc(C(CNC(=O)c2ccc(N3CCCC3=O)cc2)N(C)C)cc1 (stereo unspecified) | 15
COc1ccccc1-c1ccc2c(c1)[C@H]1[C@H](CCN1C(=O)C1CC1)[C@@H](CO)N2 | 11
NC(=O)c1sc2nc3c(cc2c1N)CCC3 | -32
CCOc1ncccc1C(=O)OCC(=O)c1cccs1 | -1
COc1ccccc1Cc1nc(-c2cccnc2)no1 | -17
CSc1ccccc1C(=O)C1CCCN(S(=O)(=O)c2c(C)noc2C)C1 (stereo unspecified) | 7
COc1cc2c(cc1OC)CN(C(=O)CN1C(=O)c3ccc([N+](=O)[O-])cc3C1=O)CC2 | 0
CCOC(=O)c1ccc(NC(=O)CCC(CC)C(=O)O)cc1 (stereo unspecified) | -7
O=C(NC1CCCCC1)[C@H]1[C@H](CO)[C@H]2Cn3c(cccc3=O)[C@H]2N1CC1CCCC1 | 7
O=c1oc(-c2ccccc2F)nc2c1cnn2-c1ccccc1 | 0
O=C(CNS(=O)(=O)c1ccc(C(=O)N2CCCCC2)cc1)N1CCCCC1 | 10
O=C1CNC[C@H]2[C@@H](c3ccc(-c4ccccc4F)cc3)[C@@H](CO)N12 | -4[25 µM]
O=C(NCC(c1ccco1)N1CCCCC1)c1ccc(COc2ccccc2)cc1 (stereo unspecified) | 2
CN1C[C@@H]2[C@H](c3ccccc31)[C@H](CO)N2Cc1ccccc1 | -13[25 µM]
Cc1cc(Cl)ccc1OCCCC(=O)NN | 8
O=C(C[C@@H]1CC[C@H]2[C@@H](COC[C@@H](O)CN2Cc2ccc3c(c2)OCO3)O1)N1CCCCC1 | 7[25 µM]
Cc1nc2c(C(=O)N3CCOCC3)cnn2c(C)c1Cc1ccc(Cl)cc1 | -6
Cc1cc(C)n(-c2cccc(CN(C)Cc3nc(-c4cnccn4)no3)c2)n1 | 8
COc1ccccc1C(CNC(=O)c1cccc(S(=O)(=O)Nc2ccc(F)cc2)c1)N1CCCC1 (stereo unspecified) | -3
CN(CC(=O)Nc1ccc(Cl)c(C(F)(F)F)c1)C(=O)c1cn2ccccc2n1 | -31
CN(CC(=O)Nc1ccccc1Cl)C(=O)CCNC(=O)Nc1ccccc1 | 7
COc1ccc2c3c([nH]c2c1)[C@@H](CO)NCC31CN(C(=O)Nc2ccc3c(c2)OCO3)C1 | -13[25 µM]

Later entries.
structure | CD40 NFkB inh
Cc1nnc2c3ccccc3c(Cl)nn12 | 9
CC(C)n1c(CNC(=O)c2ccccc2F)nnc1SCC(=O)c1ccc(F)cc1 | -4
N#C[C@@H]1[C@H](c2ccccc2-c2ccccc2)[C@H](CO)N1C(=O)Cc1ccncc1 | 10[25 µM]
COC(=O)Nc1ccc(S(=O)(=O)N2CCCc3cccc(O)c32)cc1 | 25
Cc1noc(C)c1NC(=O)N(C)C[C@H]1OCc2ccccc2-c2c(n(C)c3ccccc23)C(=O)N([C@@H](C)CO)C[C@H]1C | 14[25 µM]
COc1ccccc1CNC(=O)C[C@@H]1CC[C@H]2[C@@H](COc3ccc(NC(C)=O)cc3C(=O)N2C)O1 | -2[25 µM]
O=C(NCC1CC1)[C@@H]1[C@@H](CO)[C@@H]2Cn3c(ccc(-c4ccccc4)c3=O)[C@H]1N2C(=O)C1CC1 | -13[25 µM]
CN1CCC(NC(=O)c2ccncc2)CC1 | 1
C(=C\c1ccccc1)/CN1CCN(Cc2nc(Cc3ccccc3)no2)CC1 | 12
COc1cccc(S(=O)(=O)N(C)C[C@@H]2OCc3ccccc3-c3c(n(C)c4ccccc34)C(=O)N([C@@H](C)CO)C[C@@H]2C)c1 | ?
CC(=O)Nc1ccc(S(=O)(=O)Nc2ccc(Nc3ccccc3)cc2)cc1 | 6
COc1ccc2c3c([nH]c2c1)[C@H](CO)N(C(=O)C1CCOCC1)CC31CCN(S(C)(=O)=O)CC1 | 13[25 µM]
O=C(C[C@@H]1C[C@@H]2c3cc(NC(=O)Nc4ccccc4F)ccc3O[C@@H]2[C@@H](CO)O1)NCc1ccccn1 | -2[25 µM]
O=C(NCCCc1ccccc1)[C@@H]1Cc2ccccc2CN1 | -1
CCN(CC)C(=O)CNc1ccc(C(F)(F)F)cc1[N+](=O)[O-] | 1
O=C(c1cccs1)C1CCCN(Cc2nc(Cc3ccccc3F)no2)C1 (stereo unspecified) | 27
O=S(=O)(c1ccccc1)c1cnn2c(C(F)(F)F)cc(-c3ccccc3)nc12 | 9
O=C(CC(=O)c1cccs1)c1ccncc1 | -74
Cc1ccc(S(=O)(=O)N2CCOCC2)cc1C(=O)OCC(=O)NCc1ccc2c(c1)OCO2 | -1
CC(C)NC(=O)N(C)C[C@H]1Oc2ccccc2C(=O)N(C)C[C@H]1C | 2
CCC(=O)N1CCCCN2[C@H](CO)[C@H](c3ccc(-c4cccc(C#N)c4)cc3)[C@H]2C1 | 13[25 µM]
CO[C@@H]1CN(C)C(=O)c2ccc(NC(=O)CN(C)C)cc2OC[C@@H](C)N(C(=O)C2CCCCC2)C[C@H]1C | 3[25 µM]
Cn1c(=NC(=O)c2ccco2)sc2ccccc21 | -36
O=C(NCC(=O)N1CCN(Cc2c(F)cccc2Cl)CC1)c1cccc(Cl)c1 | 3
CCOc1ccc(S(=O)(=O)Nc2cccc(C(=O)NCC(c3ccccc3)N(C)C)c2)cc1 (stereo unspecified) | -11

In the list so far, seven contain a thiophene ring, fused or not.
structure | CD40 NFkB inh
COc1ncnc2c1sc1nc(-c3ccccc3)c3c(c12)CCCC3 | 6
CCn1c(=O)c2c3c(sc2n(C)c1=O)CCC3 | 5
O=C(NCc1cccs1)c1cccc2c(-c3ccc(F)c(F)c3)coc12 | -28
NC(=O)c1sc2nc3c(cc2c1N)CCC3 | -32
CCOc1ncccc1C(=O)OCC(=O)c1cccs1 | -1
O=C(c1cccs1)C1CCCN(Cc2nc(Cc3ccccc3F)no2)C1 (stereo unspecified) | 27
O=C(CC(=O)c1cccs1)c1ccncc1 | -74

The results go on:
structure | CD40 NFkB inh
O=c1[nH]c2ccccc2[nH]c1=O | 19
O=C(/C=C/Sc1ccccc1)c1ccccc1 | -26
O=C(CNS(=O)(=O)c1ccccc1)N1CCN(c2ccccc2)CC1 | -6
Cc1cc(N2CCN(C(=O)Nc3ccccc3C#N)CC2)c2ccccc2n1 | 2
O=C(COc1ccc(F)cc1)NCC1(N2CCCCC2)CCCCC1 | -10
COc1ccccc1NC(=O)C(C)OC(=O)CN1C(=O)C2CC=CCC2C1=O (stereo unspecified) | 5

Screening results (PubChem)
